TRb-SRC2 inh: disrupts binding of human TR beta to SRC2. actives 0.065% (n = 280,000). TRbeta-SRC2 peptide binding, fluorescence polarization; receptor liganded with 1 µM T3. P10828. AID 1469. Potency, µM (doses to about 106 µM), for inactives: at the top dose activity change, negative = inhibition, hits mostly inhibitors;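 further: potency means the concentration at half of the fitted maximal effect; plate controls were bound peptide for no effect and peptide without receptor for full effect; nearly all actives have a fitted effect of over 50% in size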
Target sequence (P10828 whole entry, looked up): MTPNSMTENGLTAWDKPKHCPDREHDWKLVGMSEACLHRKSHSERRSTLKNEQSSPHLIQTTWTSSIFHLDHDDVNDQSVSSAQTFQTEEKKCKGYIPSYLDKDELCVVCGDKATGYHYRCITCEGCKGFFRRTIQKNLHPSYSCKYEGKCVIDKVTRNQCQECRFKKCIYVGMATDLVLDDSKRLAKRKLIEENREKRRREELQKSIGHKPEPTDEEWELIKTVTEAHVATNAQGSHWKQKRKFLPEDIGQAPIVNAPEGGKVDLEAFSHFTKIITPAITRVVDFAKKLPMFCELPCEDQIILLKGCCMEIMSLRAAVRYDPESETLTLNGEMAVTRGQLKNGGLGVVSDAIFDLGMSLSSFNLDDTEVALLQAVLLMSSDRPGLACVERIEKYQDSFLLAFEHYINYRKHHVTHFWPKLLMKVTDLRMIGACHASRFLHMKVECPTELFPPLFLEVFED
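Binding of a 20-amino-acid Texas Red SRC2 peptide (20 nM) to TRb ligand-binding domain (0.6 uM) with agonist T3 at 1 uM was followed by fluorescence polarization after a 5 hr room-temperature incubation.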
Tau FP inhib: inhibitors of human tau fibril formation; K18 P301L tau heparin fibrillization, Alexa594 FP, 6 h; AID 1468; actives 0.39% (n = 280,000); Potency, µM (titrated, usually from 57.7 µM), inactives show at the top dose activity, negative = inhibition, hits mostly inhibitors; further: potency means the concentration at half of the fitted maximal effect; on the % scale 0 is the no-effect control and ±100 the full control effect; nearly all actives have a fitted effect of over 55% in size
Target sequence (P10636 561-689 P618L limits assumed): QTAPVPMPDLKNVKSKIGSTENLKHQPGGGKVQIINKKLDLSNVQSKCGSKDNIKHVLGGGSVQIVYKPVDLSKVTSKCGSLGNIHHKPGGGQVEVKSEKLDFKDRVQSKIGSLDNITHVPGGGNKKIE
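Steps: dispense K18 P301L tau (15 uM plus 0.24 uM Alexa 594 tracer, final) in pH 7 sodium acetate; add compound; add heparin (20 uM final); incubate 6 hr, 37 C; add ThT (30 uM final); after 1 hr ambient, read FP.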
CBFb-RUNX1 inh: inhibitors of human CBF-beta and RUNX1 interaction; Q01196+Q13951; AlphaScreen CBFb-His/RUNX1-biotin binding, biochemical; Potency, µM (doses to about 59.8 µM), for the others: at the highest dose activity, negative = inhibition, usual class: inhibitors; 230,000 tested, under 10 active; AID 1477; further: % of control where 0% means no effect
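Room-temperature protein-protein interaction test with 30 nM each of His-tagged CBF-beta and biotinylated RUNX1, 15 min with compound, then 90 min with nickel plus streptavidin beads. Signal read in AlphaScreen mode.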
GLA spleen mod: inhibitors or activators of human alpha-galactosidase in spleen homogenate; P06280; human spleen homogenate, 4MU-alpha-Gal fluorescence, 40 min; Potency, µM (titrated, usually from 80 µM), inactives show top-dose activity change, negative = inhibition, actives largely listed as inhibitors; actives 0.008% (n = 240,000);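 further: potency means the concentration at half of the fitted maximal effect; 0% = enzyme with vehicle and -100% = no enzyme basal signal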
Target sequence (P06280 32-429 limits assumed): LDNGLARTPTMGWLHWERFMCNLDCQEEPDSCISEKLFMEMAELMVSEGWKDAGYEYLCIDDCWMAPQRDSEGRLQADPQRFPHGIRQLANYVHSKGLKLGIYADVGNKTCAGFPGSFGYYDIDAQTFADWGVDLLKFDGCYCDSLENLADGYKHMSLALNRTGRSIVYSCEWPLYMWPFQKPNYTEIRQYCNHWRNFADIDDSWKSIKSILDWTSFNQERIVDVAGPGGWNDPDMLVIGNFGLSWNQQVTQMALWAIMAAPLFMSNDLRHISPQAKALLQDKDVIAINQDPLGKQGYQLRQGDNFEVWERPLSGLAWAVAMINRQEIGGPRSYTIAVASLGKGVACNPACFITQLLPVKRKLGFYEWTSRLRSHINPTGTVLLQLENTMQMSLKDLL
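Spleen homogenate 1 ug + cpd (titration) + 4-MU-alpha-D-galactopyranoside 1 mM; 37C 40 min; 50 mM citrate/phosphate pH 5.0, 0.01% Tween-20; stop pH 10; fluorescence 365/440; AC50 via Hill.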
NPSR antag: neuropeptide S receptor (human) antagonism, cAMP; CHO-NPSR cells, cAMP TR-FRET, antagonist mode; Potency, µM (highest dose often 38.3 µM), without a hit: at the highest dose activity change, negative = inhibition, actives largely listed as inhibitors; actives 1% (n = 220,000); further: potency means the concentration at half of the fitted maximal effect; on the % scale 0 is the no-effect control and ±100 the full control effect; nearly all actives have a fitted effect of over 50% in size; many of its hits are not listed in these tables
TR SRC2 fluor cs: alters Texas Red total fluorescence, flagging assay interference. TRb/SRC2 Texas Red total fluorescence interference. Potency, µM (series often up to 106 µM), for inactives: top-dose fluorescence change, negative = quenching. actives 0.29% (n = 280,000). AID 1479; active means well fitted curve in either direction with a large enough effect; inconclusive means small, poorly fitted or top-dose-only effect; further: potency means the concentration at half of the fitted maximal effect; on the % scale 0 is the no-effect control and ±100 the full control effect
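Human TRb ligand-binding domain at 0.6 uM with 20 nM Texas Red SRC2 peptide in Tris buffer containing 1 uM T3 and 5% DMSO, incubated with compound 5 h at ambient temperature. Total fluorescence (555/632 nm) calculated as parallel + 2 × perpendicular.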
Epigenetic reg: regulators of epigenetic silencing causing reporter derepression in mouse cells. AID 1865. actives 0.2% (n = 280,000). Potency, µM (series often up to 53.9 µM), inactives show top-dose GFP activation, actives largely listed as activators. murine LDR cells, GFP reporter derepression, 30 h; further: potency means the concentration at half of the fitted maximal effect; % of control where 0% means no effect; nearly all actives have a fitted effect of over 60% in size
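In this reporter-derepression format, murine cells bearing a silenced integrated CMV-GFP locus incubate with test compound (30 h, 37 C), then are washed and imaged; fluorescent objects of 20–120 um count as induced cells.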
Tau fluor cs: counter-screen for tau fibril formation inhibitors | tau K18 P301L Alexa594 fluorescence, heparin fibrillization | actives 0.93% (n = 280,000) | Potency, µM (top dose mostly 57.7 µM), for the others: top-dose activity change, negative = decrease | AID 1463; further: potency means the concentration at half of the fitted maximal effect; on the % scale 0 is the no-effect control and ±100 the full control effect; nearly all actives have a fitted effect of over 55% in size
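Human tau K18 P301L (15 uM unlabeled, 0.24 uM Alexa 594-labeled) in 100 mM sodium acetate pH 7 with 20 uM heparin, 6 hr at 37 C. ThT 30 uM added, 1 hr ambient; Alexa 594 FP and total fluorescence read at 555/632 nm.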
Active calls of the source: *; ? = inconclusive; . = not tested or not shown; [ ] = dose if it differs, or a comment. Unless noted, the call rests on the fitted dose curve; in most records, active means well fitted curve in the direction sought with a large enough effect; inconclusive means small, poorly fitted or top-dose-only effect, or another doubt; inactive means no such curve, though single readings can be large; an effect the other way counts as inactive or inconclusive. These rows are one share of the data; rates above refer to the full screens.

SMILES	TRb-SRC2 inh	Tau FP inhib	CBFb-RUNX1 inh	GLA spleen mod	NPSR antag	TR SRC2 fluor cs	Epigenetic reg	Tau fluor cs
Cc1cc(C)n(-c2ccn(Cc3ccc(Cl)cc3Cl)c(=O)n2)n1	-16%	-1%	16%	-3%	-26%[46.1 µM]	-1%	-2.5%	-4%
Cc1cc(NC(=O)c2cccs2)ccc1NC(=O)Cc1ccccc1	5%	-2%	1%	1%	-12%	2%	0.0%	-10%
COc1ccc(Cl)cc1C(=O)NNC(=S)NC(=O)/C=C/c1ccco1	5%	-1%	?	4%	-25%	-17%	-0.4%	-26%
COCc1nnc(NC(=O)c2ccccc2[N+](=O)[O-])s1	3%	-4%	0%	0%	20%	-1%	0.0%	12%
Cc1cccc(N(CC(=O)N2CCN(c3ccc(F)cc3)CC2)S(C)(=O)=O)c1C	-5%[53 µM]	1%	1%	-7%	7%	-2%[53 µM]	3.0%	-10%
Cc1cc(C)c2c(n1)nn1c(N3CCN(Cc4ccccc4)CC3)cc(C)nc21	1%	1%	8%	?	-7%[46.1 µM]	-5%	0.0%	-3%
COCCCN1C(=O)C(=O)/C(=C(/O)c2ccc(OC(C)C)cc2)C1c1ccncc1 (stereo not given)	-3%	6%	6%	1%	17%[46.1 µM]	1%	-3.3%	6%
Cc1ccccc1Cn1c(SCc2ccc(C(=O)NCc3cccs3)cc2)nc2ccncc21	4%	-6%	.	.	.	10%	6.8%	-23%
Cc1cc(C)nc(Nc2ccc(N3CCCC3)cc2)n1	-15%	5%	?	1%	-25%[46.1 µM]	2%	1.2%	?
NC(=O)NC(=O)COC(=O)/C=C/c1cccs1	-5%	-5%	3%	-5%	-8%	0%	4.8%	-6%
c1ccc(-n2nc3ccccc3n2)cc1	0%	-5%	17%	-1%	16%[46.1 µM]	-7%	-1.0%	-7%
C#CCNC(=O)C1=C[C@H](c2csc3ccccc23)[C@@H](CCCO)[C@H](OCC)O1	1%	6%	9%	7%	16%	-1%	-0.7%	6%
CCN1c2ccccc2-c2nc3ccccc3n2C1c1cccs1 (stereo not given)	4%	0%	?	?	-36%	-2%	0.0%	?
CCn1nnc2cc(C(=O)O)ccc21	-23%	5%	22%	3%	-13%	19%	1.1%	9%
CCN(CC)CC(O)Cn1c(-c2ccccc2Cl)nc2ccccc21 (stereo not given)	-3%	-13%	11%	8%	15%	-2%	2.4%	-9%
Cc1ccc(C(=O)CSc2ncn[nH]2)cc1	-8%	-4%	8%	-22%	4%[46.1 µM]	-6%	0.7%	6%
CN(Cc1ccccc1)C(=O)COC(=O)c1cc(-c2ccc(Cl)s2)nc2ccccc12	-1%	?	?	10%	?	0%	-1.0%	?
CCc1nc2ccc(C(=O)N3CCN(c4ccc(Cl)cc4)CC3)cc2nc1CC	-4%	-5%	.	.	.	0%	-1.3%	-14%
Cc1cc(N/C=C(\C#N)S(=O)(=O)c2ccccc2Cl)nc(C)n1	7%	-1%	3%	-6%	-1%[7.67 µM]	-2%	-0.3%	-5%
COC(=O)c1cccc(NC(=S)Nc2ccccc2Cl)c1	2%	-12%	13%	-4%	4%	-5%	0.0%	-7%
Cc1c(Cl)cccc1NC(CC(=O)c1ccccc1)C(=O)OCC(=O)c1cccs1 (stereo not given)	-2%	-3%	-7%	10%	-15%[46.1 µM]	-4%	-0.9%	4%
Cc1cccc(C)c1NC(=S)N(c1ccccc1)C(C)C	6%	1%	3%	12%	-7%	-1%	3.4%	-4%
Cn1c(-c2cccc(Br)c2)cnc1NCc1cccc(F)c1	7%	9%	.	.	.	-3%	-0.2%	?
Cc1cc(C)nc(NC(=O)Nc2ccccc2C(F)(F)F)n1	-8%	3%	1%	-1%	-23%[46.1 µM]	-3%	0.7%	-7%
COc1ccc(S(=O)(=O)N(C)CC(=O)Nc2ccccc2C(F)(F)F)cc1Cl	-15%	-9%	9%	9%	-16%[46.1 µM]	-2%	0.7%	-10%
COc1ccc(C(C(=O)NCc2ccccc2)N(C(=O)Cn2nnc3ccccc32)c2ccc(OC)cc2)cc1 (stereo not given)	2%	-1%	.	.	.	8%	1.9%	9%
CCCNC(=O)COC(=O)CCC(=O)c1cccs1	-4%	-5%	-1%	-9%	10%	0%	0.0%	1%
C=CCn1c(SCC(=O)Nc2cccc3ccccc23)nc(O)c(CC)c1=O	3%	6%	3%	-10%	-9%[46.1 µM]	-1%	-1.0%	-6%
Cc1cc(C(=O)C(=O)N(C)C)c(C)n1-c1ccc(Cl)c(Cl)c1	-3%	4%	-3%	6%	-7%	-1%	-2.7%	0%
O=C(NCc1cccs1)c1nc2c(nnn2Cc2ccccc2Cl)c(=O)[nH]1	4%	0%	-13%	-5%	-16%[46.1 µM]	-2%	0.0%	3%
O=S(=O)(c1ccc(F)cc1)N1CCN(C(=S)NC2CCCC2)CC1	11%	-8%	0%	2%	-9%	-2%	-5.1%	-6%
CC1(C)CC(=O)C2=C(C1)OC(=O)C2(NC(=O)c1cccs1)C(F)(F)F (stereo not given)	-11%	3%	7%	-14%	6%[46.1 µM]	-2%	0.0%	9%
COc1ccc(NC(=O)Cn2nnc(-c3ccccc3F)n2)cc1	1%	-7%	9%	6%	2%[46.1 µM]	-1%	-1.1%	4%
CCCCC(=O)Nc1cc(C(=O)NCCc2ccccc2)ccc1Cl	1%	-6%	0%	10%	-9%[46.1 µM]	3%	-3.2%	-7%
COCCN(CC(=O)Nc1ccccc1C)S(=O)(=O)c1ccc(S(=O)(=O)N2CCCC2)cc1	2%	2%	-2%	0%	2%[46.1 µM]	0%	-2.2%	-12%
O=[N+]([O-])c1cc(/C=N/n2cnnc2)ccc1N1CCCC1	-7%	5%	-1%	-2%	-15%	-1%	3.0%	-9%

A second format for 12 compounds above:
| smiles | TRb-SRC2 inh | Tau FP inhib | CBFb-RUNX1 inh | GLA spleen mod | NPSR antag | TR SRC2 fluor cs | Epigenetic reg | Tau fluor cs |
| --- | --- | --- | --- | --- | --- | --- | --- | --- |
| Cc1cccc(C)c1NC(=S)N(c1ccccc1)C(C)C | 6% | 1% | 3% | 12% | -7% | -1% | 3.4% | -4% |
| Cn1c(-c2cccc(Br)c2)cnc1NCc1cccc(F)c1 | 7% | 9% | . | . | . | -3% | -0.2% | ? |
| Cc1cc(C)nc(NC(=O)Nc2ccccc2C(F)(F)F)n1 | -8% | 3% | 1% | -1% | -23%[46.1 µM] | -3% | 0.7% | -7% |
| COc1ccc(S(=O)(=O)N(C)CC(=O)Nc2ccccc2C(F)(F)F)cc1Cl | -15% | -9% | 9% | 9% | -16%[46.1 µM] | -2% | 0.7% | -10% |
| COc1ccc(C(C(=O)NCc2ccccc2)N(C(=O)Cn2nnc3ccccc32)c2ccc(OC)cc2)cc1 (stereo not given) | 2% | -1% | . | . | . | 8% | 1.9% | 9% |
| CCCNC(=O)COC(=O)CCC(=O)c1cccs1 | -4% | -5% | -1% | -9% | 10% | 0% | 0.0% | 1% |
| C=CCn1c(SCC(=O)Nc2cccc3ccccc23)nc(O)c(CC)c1=O | 3% | 6% | 3% | -10% | -9%[46.1 µM] | -1% | -1.0% | -6% |
| Cc1cc(C(=O)C(=O)N(C)C)c(C)n1-c1ccc(Cl)c(Cl)c1 | -3% | 4% | -3% | 6% | -7% | -1% | -2.7% | 0% |
| O=C(NCc1cccs1)c1nc2c(nnn2Cc2ccccc2Cl)c(=O)[nH]1 | 4% | 0% | -13% | -5% | -16%[46.1 µM] | -2% | 0.0% | 3% |
| O=S(=O)(c1ccc(F)cc1)N1CCN(C(=S)NC2CCCC2)CC1 | 11% | -8% | 0% | 2% | -9% | -2% | -5.1% | -6% |
| CC1(C)CC(=O)C2=C(C1)OC(=O)C2(NC(=O)c1cccs1)C(F)(F)F (stereo not given) | -11% | 3% | 7% | -14% | 6%[46.1 µM] | -2% | 0.0% | 9% |
| COc1ccc(NC(=O)Cn2nnc(-c3ccccc3F)n2)cc1 | 1% | -7% | 9% | 6% | 2%[46.1 µM] | -1% | -1.1% | 4% |

Next section:
SMILES	TRb-SRC2 inh	Tau FP inhib	CBFb-RUNX1 inh	GLA spleen mod	NPSR antag	TR SRC2 fluor cs	Epigenetic reg	Tau fluor cs
COc1cccc(C(=O)NCCSc2ccc(F)cc2)c1	4%	-5%	0%	6%	-10%	0%	-0.3%	0%
O=C(NC(Cc1ccccc1)C(=O)O)c1ccc(S(=O)(=O)N2CCCCC2)cc1 (stereo not given)	-1%	-2%	-3%	-4%	-12%[46.1 µM]	1%	-0.3%	-9%
Cc1ccc(C(=O)Cn2nc(C(=O)O)c3ccccc3c2=O)cc1C	-5%	?	8%	23%	-5%	-1%	2.4%	-13%
Fc1ccc(-c2cc(C(F)(F)F)n3ncnc3n2)cc1	12%	-1%	-4%	-3%	12%	0%	1.1%	2%
COc1ccccc1N(Cc1cc2cccc(C)c2[nH]c1=O)C(=O)c1cccc(Cl)c1	-15%[53 µM]	1%	.	.	.	?	0.0%	-13%
COc1cccc(NC(=O)N2CCCc3ccccc32)c1	4%	-3%	-1%	2%	5%	0%	-1.6%	-7%
O=C(Nc1ccccc1N1CCCCC1)c1ccco1	2%	-3%	5%	-3%	-19%[46.1 µM]	-1%	-2.2%	-16%
O=C(Nc1ccc(C(F)(F)F)cc1Cl)c1ccc(Cn2cc(Br)cn2)o1	5%	-6%	15%	1%	?	-2%	-0.4%	-24%
CCn1cc(SCC(=O)NCC2CCCO2)c2ccccc21 (stereo not given)	7%	-4%	9%	-1%	3%	-3%	0.0%	-11%

Source: PubChem
